# Bioassay records deposited in PubChem by NCI.
# NCI-60 one-dose screen, 48 h, at 10 µM unless noted. Numbers give growth in % (100 = growth as untreated, 0 = no growth, -100 = all killed).
# PC-3 = PC-3 prostate cancer cells; 80,000 tested, 3.9% active
# DU-145 = DU-145 prostate cancer | 81,000 tested, 4.2% active | AID 1794760
# OVCAR-5 = OVCAR-5 ovarian cancer; AID 1794783; 82,000 tested, 2.9% active
# SK-OV-3 = SK-OV-3 ovarian cancer cells. 80,000 tested, 3.2% active. AID 1794785
# OVCAR-3 = OVCAR-3 ovarian cancer; 79,000 tested, 7% active; AID 1794787
# OVCAR-8 = OVCAR-8 ovarian cancer. 81,000 tested, 4.4% active. AID 1794782
# IGROV1 = IGROV1 ovarian cancer. 79,000 tested, 4.7% active. AID 1794786
# OVCAR-4 = OVCAR-4 ovarian cancer cells; 80,000 tested, 3.7% active; AID 1794784
# An asterisk follows results filed as active; x = no result given. How the source made its calls: active means growth percent below 10; inactive means the rest. Hits appear at their usual frequency. Share with any hit: about 10%.
entry	compound	PC-3	DU-145	OVCAR-5	SK-OV-3	OVCAR-3	OVCAR-8	IGROV1	OVCAR-4
1	Nc1cc(S(=O)(=O)O)cc2cccc(S(=O)(=O)O)c12	102.6	123.9	102.7	130.7	126.5	108.0	x	120.5
2	CC(=O)Nc1ccc2nc(NC(=O)c3[nH]c(C)c(Cl)c3Cl)sc2c1	94.2	89.0	113.3	123.3	119.0	97.7	99.3	112.7
3	COC(=O)/C(=C\c1ccncc1)c1cccc2ccccc12	81.9	111.7	106.2	99.4	112.2	100.1	103.0	100.9
4	Cc1csc(C)n1	97.7	111.4	96.7	103.6	113.3	108.5	108.0	110.3
5	Cc1ccc(S(=O)(=O)N(C)c2ccccc2C(N)=O)cc1	93.6	121.7	107.7	106.9	116.9	119.3	122.2	99.7
6	N#Cc1c(-c2ccc(F)cc2)nc(N=Nc2c(O)[nH]c3ccc(Br)cc23)[nH]c1=O	97.4	106.8	101.1	x	101.3	100.4	97.4	93.7
7	CN1C(=O)N(C)C2C1NC(=O)N2CC(=O)N1CCOCC1 (stereo unspecified)	92.4	109.9	101.4	96.1	110.3	92.6	103.0	93.9
8	CCOC(=O)C1(C(=O)OCC)NC(=O)CC1CC (stereo unspecified)	x	114.3	107.3	109.8	104.7	115.3	x	x
9	COc1ccc(C(=O)/C=C/c2cccc(Nc3ccnc4cc(Cl)ccc34)c2)cc1	33.7	37.0	39.3	64.0	23.9	10.2	30.2	-46.0*
10	CC1CCN(CCCCOc2ccc(-c3ccc(C#N)cc3)cc2)CC1	61.5	96.2	90.5	91.2	89.4	90.1	90.8	73.8
11	CCCC(CCC)(C[N+](=O)[O-])C[N+](=O)[O-]	101.0	104.3	101.6	102.1	104.3	110.3	106.4	95.8
12	CN(C)C1CCN(Cc2ccc(NC(=O)c3cncc(C#Cc4cnc(N)c5ncccc45)c3)cc2C(F)(F)F)CC1	80.6	64.1	122.9	103.4	97.9	-25.4*	111.9	-14.7*
13	CCN(O)C(N)=O	95.4	107.6	95.1	106.8	101.4	100.8	90.8	109.8
14	Cc1ccc(-c2cc(-c3ccncc3)[nH]c(=O)c2C#N)cc1	111.4	105.3	111.1	104.5	104.0	109.4	104.2	101.9
15	COc1ccc(OC)c(/C=C/C(=O)C2=NN(c3ccc(I)cc3)[C@H](c3cc(OC)ccc3OC)CC2=O)c1	46.0	89.2	90.7	84.0	39.7	67.3	99.7	29.3

# The list continues:
entry	compound	PC-3	DU-145	OVCAR-5	SK-OV-3	OVCAR-3	OVCAR-8	IGROV1	OVCAR-4
16	CCCCn1c(=O)c(-c2cc(-c3ccc(Cl)cc3)nc(-c3ccc(Cl)cc3)c2)cc2cc(C)ccc21	97.2	112.0	100.4	115.0	111.7	100.2	96.4	109.7
17	Cc1cccc(Nc2nc(N)c3ccccc3n2)c1	86.5	109.2	101.8	103.4	100.4	100.6	101.7	100.6
18	N/C(=N\C(N)=N\c1nc2ccccc2s1)c1ncc(Cl)cc1Cl	86.9	106.2	97.9	87.7	103.9	117.9	67.4	110.9
19	O=C(O)Cc1ccc2ccccc2c1Br	60.5	103.0	73.3	78.8	102.2	100.5	102.7	122.8
20	O=C(OCCNC1CCCCC1)c1ccccc1O	102.7	107.0	100.3	102.0	112.1	111.4	114.1	110.7
21	CCCCCCCCCCCCNCc1ccccc1	90.2	102.5	92.7	108.1	90.3	101.3	85.9	98.8
22	[O-][n+]1onc(N/N=C/c2ccc(Br)s2)c1-c1ccccc1	98.5	113.8	104.4	108.4	125.0	102.0	93.4	104.7
23	COc1ccc(-c2nn(-c3cccc(Cl)c3)cc2-c2cc(-c3ccc(Br)cc3)nc(N)n2)cc1	80.0	106.6	97.2	102.4	106.8	98.9	89.2	96.0
24	NC(=O)CC[n+]1cccc(C(=O)O)c1	96.0	119.8	98.8	104.3	110.9	130.5	108.7	108.3
25	FC(F)(F)c1cccc(Nc2nc(-c3ccccc3)nc3ncccc23)c1	6.2*	75.1	107.2	90.2	32.2	89.4	98.8	x
26	COc1cc(-c2nc(C(=O)NCCCCC(=O)O)nn2-c2ccc(Cl)cc2)cc(OC)c1OC	92.5	108.3	101.3	96.4	103.4	103.0	98.7	104.9
27	O=C(OCCCCCCl)c1cccc([N+](=O)[O-])c1	103.3	109.6	93.9	107.9	106.2	97.8	97.1	99.3
28	CCn1c2ccccc2c2cc(C(O)c3cccc4ncccc34)ccc21 (stereo unspecified)	13.4	8.1*	48.7	69.1	1.9*	20.8	19.1	45.4
29	CC(=O)Oc1csc(N(C(C)=O)c2ccc(Cl)c(C(F)(F)F)c2)n1	89.6	98.2	92.3	97.2	106.0	92.1	99.3	80.4
30	O=[N+]([O-])c1ccc2c(c1)CCC2	98.3	126.3	113.6	109.0	116.4	102.3	104.2	171.6

# 3 structures already listed, arranged by SMILES length, highest first.
entry	compound	PC-3	DU-145	OVCAR-5	SK-OV-3	OVCAR-3	OVCAR-8	IGROV1	OVCAR-4
26	COc1cc(-c2nc(C(=O)NCCCCC(=O)O)nn2-c2ccc(Cl)cc2)cc(OC)c1OC	92.5	108.3	101.3	96.4	103.4	103.0	98.7	104.9
27	O=C(OCCCCCCl)c1cccc([N+](=O)[O-])c1	103.3	109.6	93.9	107.9	106.2	97.8	97.1	99.3
24	NC(=O)CC[n+]1cccc(C(=O)O)c1	96.0	119.8	98.8	104.3	110.9	130.5	108.7	108.3

# Additional structures follow:
entry	compound	PC-3	DU-145	OVCAR-5	SK-OV-3	OVCAR-3	OVCAR-8	IGROV1	OVCAR-4
31	Cn1c(=O)c2[nH]c(Cc3ccsc3)nc2n(C)c1=O	99.3	110.6	98.5	103.2	120.2	104.9	99.7	98.7
32	O=P(O)(O)c1ccccc1Cl	101.8	113.0	93.9	113.5	107.0	103.1	96.8	110.7
33	Cc1c[nH]c(=O)n(CCOc2nc(-c3ccc(F)cc3)cc(-c3ccco3)n2)c1=O	97.9	107.6	101.6	91.3	101.7	102.3	101.3	106.9
34	CCCCCCCCOc1ccc(/C=N/Nc2cc(C)nc3ccc(Br)cc23)cc1	60.8	33.5	101.4	104.1	67.1	46.4	62.5	-1.7*
35	N#CC(=Nc1ccccc1)c1ccccc1	95.6	116.0	107.3	113.0	116.9	111.4	101.0	116.2
36	C=C(C)[C@@H]1CC[C@]2(C(=O)N/N=C/c3cccnc3)CC[C@]3(C)[C@H](CC[C@@H]4[C@@]5(C)C/C(=C/c6cccnc6)C(=O)C(C)(C)[C@@H]5CC[C@]43C)[C@@H]12	49.9	89.5	91.7	102.0	83.8	80.8	93.0	73.9
37	O=C(NCCNc1cc(-c2cn(-c3ccccc3)nc2-c2cccc(O)c2)ccn1)c1ccc(F)cc1	31.4	68.6	92.2	63.5	61.4	51.0	74.5	56.8
38	O=C1C(=O)N(c2ccc(Cl)cc2)C(=O)C(=O)C1c1nc2ccccc2s1	91.7	100.9	99.3	87.1	96.6	109.4	92.6	102.1
39	Cc1ccc(N(CC(=O)Nc2ccc(S(=O)(=O)NC3CCN(C)CC3)cc2)S(=O)(=O)c2ccc(Cl)cc2)cc1	84.1	71.9	91.6	104.7	72.5	96.2	85.7	87.8
40	CN(C)c1ccc(C2OC34CCCCC3C(C#N)(C(=N)O4)C2(C#N)C#N)cc1 (stereo unspecified)	117.0	103.6	97.7	109.5	99.8	101.0	103.0	103.8
41	CSc1nc(Cl)cc(Sc2nc(N)nc3nc[nH]c23)n1	94.5	86.1	108.0	97.1	x	98.9	91.5	102.0
42	COc1cccc(/C=C2/C[C@]3(C)[C@H]4CC[C@@H]5[C@@H](C(=O)/C=C/c6cccc(OC)c6)CC[C@@]5(C)[C@]4(C)CC[C@H]3C(C)(C)C2=O)c1	85.0	106.7	107.4	110.8	98.6	92.4	101.4	83.7
43	COc1ccc(C2C3=C(COC3=O)N(CCO)c3cc4c(cc32)CCC4)cc1OC (stereo unspecified)	23.4	-28.1*	57.3	24.8	-18.6*	26.7	24.2	28.3
44	C1CCCc2c(-c3n[nH]c4c3CCCCCC4)n[nH]c2CC1	89.6	104.4	91.7	96.5	112.2	101.1	103.4	107.3
45	O=C1c2ccccc2-c2ccccc2NC1O (stereo unspecified)	94.5	153.4	114.6	115.2	118.1	90.7	121.9	108.4

# (list continues)
entry	compound	PC-3	DU-145	OVCAR-5	SK-OV-3	OVCAR-3	OVCAR-8	IGROV1	OVCAR-4
46	c1cc(N2CCCC2)c2nc(-c3[nH]ncc3Nc3ncnc4[nH]ccc34)[nH]c2c1	3.9*	-4.7*	-9.6*	-8.1*	-14.0*	1.8*	-17.9*	-13.6*
47	CCCCCc1cc(Cl)ccc1OCC(=O)O	89.4	106.4	91.2	109.4	114.7	108.1	101.9	96.2
48	CCCCCCC(C)Br (stereo unspecified)	90.6	111.3	108.3	103.0	116.3	110.9	107.1	99.3
49	CN(C)Cc1c(O)ccc2ccccc12	73.6	119.3	96.9	84.5	90.7	105.3	41.1	107.0
50	COc1ccc(C(=O)Oc2c(Cl)c(Cl)c(Cl)c(Cl)c2Cl)cc1	76.3	110.2	76.1	98.1	103.2	100.1	93.9	93.6
51	CC(=O)O[C@]1(C(C)=O)CC[C@H]2[C@@H]3C[C@H](C(F)(F)F)C4=CC(=O)CC[C@]4(C)[C@H]3CC[C@@]21C	72.1	99.8	103.3	110.4	110.8	89.1	107.4	93.6
52	CC(=O)N1CCOCC1	113.1	120.5	120.5	109.2	119.8	93.8	116.5	118.7
53	O=C1/C(=C\c2ccccc2)CN(C(=O)c2ccccc2)C/C1=C\c1ccccc1	6.6*	24.6	70.5	50.1	-12.2*	14.3	26.6	36.5
54	CSc1nc2nc3c(c(-c4ccccc4)c2c(=O)[nH]1)CCC/C3=C\c1ccccc1	90.3	106.2	112.8	106.9	102.3	101.9	103.2	104.2
55	Cc1nc(Nc2ccc(NC(=S)Nc3ccccc3)cc2)nc2nc(SCc3ccccc3)[nH]c(=O)c12	100.3	103.9	102.0	109.4	111.9	82.4	65.7	105.8
56	COc1cc(-c2nc3cc(Cl)c(Cl)cc3[nH]2)ccc1OCC(=O)N=Nc1c(O)[nH]c2ccc([N+](=O)[O-])cc12	56.5	105.1	105.0	77.0	36.1	69.3	87.1	71.7
57	COc1ccc2[nH]c(O)c(N=NC(=O)c3ccc4nc(-c5ccccc5)[nH]c4c3)c2c1	111.4	108.8	112.2	110.8	111.9	101.1	102.5	112.7
58	COc1ccc(-c2c3c(cn2Cc2cc(OC)c(OC)c(OC)c2)-c2oncc2CCC3)cc1	83.0	108.4	103.2	98.2	x	98.1	78.9	89.4
59	C=CCN1C(=O)C2CCCCC2C1=O (stereo unspecified)	93.1	x	113.4	106.3	106.4	107.5	105.9	110.4
60	CN(C)c1cn2c(CN3CCOCC3)nc3ccccc3c2n1	78.8	102.1	90.6	86.5	99.3	92.0	64.0	108.7

# Compounds shown so far that contain an aryl thioether with sulfur outside any ring (three):
entry	compound	PC-3	DU-145	OVCAR-5	SK-OV-3	OVCAR-3	OVCAR-8	IGROV1	OVCAR-4
41	CSc1nc(Cl)cc(Sc2nc(N)nc3nc[nH]c23)n1	94.5	86.1	108.0	97.1	x	98.9	91.5	102.0
54	CSc1nc2nc3c(c(-c4ccccc4)c2c(=O)[nH]1)CCC/C3=C\c1ccccc1	90.3	106.2	112.8	106.9	102.3	101.9	103.2	104.2
55	Cc1nc(Nc2ccc(NC(=S)Nc3ccccc3)cc2)nc2nc(SCc3ccccc3)[nH]c(=O)c12	100.3	103.9	102.0	109.4	111.9	82.4	65.7	105.8

# An excerpt from above, limited to OVCAR-8 and IGROV1.
item	compound	OVCAR-8	IGROV1
59	C=CCN1C(=O)C2CCCCC2C1=O (stereo unspecified)	107.5	105.9
53	O=C1/C(=C\c2ccccc2)CN(C(=O)c2ccccc2)C/C1=C\c1ccccc1	14.3	26.6
51	CC(=O)O[C@]1(C(C)=O)CC[C@H]2[C@@H]3C[C@H](C(F)(F)F)C4=CC(=O)CC[C@]4(C)[C@H]3CC[C@@]21C	89.1	107.4
47	CCCCCc1cc(Cl)ccc1OCC(=O)O	108.1	101.9

# (more compounds)
entry	compound	PC-3	DU-145	OVCAR-5	SK-OV-3	OVCAR-3	OVCAR-8	IGROV1	OVCAR-4
61	NC(=O)NC(=O)N/N=C/c1ccc([N+](=O)[O-])o1	95.5	105.8	107.6	125.5	105.8	103.0	104.8	96.0
62	CCOC(=O)c1[nH]c(=S)[nH]c1C	90.2	110.6	100.1	96.7	109.9	107.6	108.1	118.6
63	c1ccc(CNc2nnc(-c3cccnc3)s2)cc1	91.1	107.4	106.5	109.1	118.7	95.5	112.5	114.6
64	COc1ccc(-n2c(=S)sc3c(Cl)nc(C)nc32)c(OC)c1	56.5	6.4*	87.0	80.1	-20.7*	0.2*	-17.3*	95.6
65	CCN1C(=O)N(CC)C2C1NN=c1s/c(=C\c3ccccn3)c(=O)n12 (stereo unspecified)	24.4	9.4*	58.9	x	2.6*	31.2	43.7	50.2
66	O=c1[nH]c2ccccc2n1C1=CCNCC1	108.1	112.3	102.6	107.8	112.9	100.6	124.3	97.4
67	COc1ccc(N2CCN(C3=CC(=O)C(C)=C(C)C3=O)CC2)cc1	97.3	104.7	100.6	95.0	102.5	94.8	86.8	83.4
68	COc1ccc(-c2nn(-c3cccc(Cl)c3)cc2/C=C/C(=O)c2ccccc2)cc1	90.8	105.5	107.1	101.4	107.6	101.5	95.1	109.4
69	COc1ccc(/C=C/C(=O)c2ccc(NC(=O)CN3C(=O)NC(C)(c4ccccc4)C3=O)cc2)cc1 (stereo unspecified)	61.4	87.7	102.3	105.7	78.2	93.3	90.3	78.3
70	CCC(c1ccc(O)cc1)C(CC)c1ccc(O)cc1 (stereo unspecified)	72.2	98.6	x	72.0	100.9	99.6	91.4	100.6
71	CSc1nc(N)c(N)c(N)n1	71.4	105.7	120.4	81.3	113.2	102.9	107.9	102.9
72	COC(=O)c1sc(-c2ccc(C)cc2)cc1O	101.5	101.2	111.6	113.7	99.6	117.5	100.0	91.5
73	O=[N+]([O-])c1ccc(S(=O)(=O)c2ccc([N+](=O)[O-])cc2)cc1	83.5	122.6	122.6	118.2	119.9	104.2	x	102.0
